Assay outcomes deposited in PubChem BioAssay by several laboratories.
AddAB inh: less growth of phage-infected E. coli with AddAB | E. coli expressing H. pylori AddAB, absorbance growth | inhibition, % at 11.9 µM | 330,000 tested, 0.29% active | AID 435030; in the data active = inhibition above about 12%;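 note: 0% = vehicle wells of infected cells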
HTR5A inv ctr: counter-screen for OPRM1-OPRD1 inverse agonists: human HTR5A inverse agonism | HTR5A cell line, luminescence | 340,000 tested, 0.083% active | AID 504634 | inhibition, % at 9.3 µM | P47898; in the data active = inhibition mostly above about 23%, no sharp cut-off; inactive = mostly below about 18%;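 note: 0% = cells with DMSO and 100% = no-cell wells with DMSO; some compounds called inactive have numbers as strong as hits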
Target sequence (P47898 whole entry, looked up): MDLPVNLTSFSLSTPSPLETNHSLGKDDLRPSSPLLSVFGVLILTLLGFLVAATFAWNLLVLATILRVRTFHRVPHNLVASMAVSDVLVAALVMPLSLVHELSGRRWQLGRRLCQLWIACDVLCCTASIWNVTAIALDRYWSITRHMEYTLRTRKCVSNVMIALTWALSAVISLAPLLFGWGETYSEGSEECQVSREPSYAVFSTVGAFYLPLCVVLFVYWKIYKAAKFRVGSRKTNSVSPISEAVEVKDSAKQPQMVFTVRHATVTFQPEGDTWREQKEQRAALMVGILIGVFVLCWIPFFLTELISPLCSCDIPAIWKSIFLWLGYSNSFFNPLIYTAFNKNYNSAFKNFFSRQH
phage Ecoli inh: E. coli growth loss with phage present; 360,000 tested, 0.26% active; inhibition, % at 11.9 µM; growth absorbance; in the data active = inhibition above about 11%
MOR-DOR ag: OPRM1-OPRD1 heterodimerization agonism | AID 504326 | P35372+P41143 | activation, % at 9.3 µM | 340,000 tested, 0.3% active | cells, luminescence; in the data active = activation above about 18%;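 note: 0% = vehicle-treated cells and 100% = reference agonist; values of inactives mirror those of a sister screen read the other way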
E coli growth: counter-screen for AddAB inhibitors: E. coli growth inhibition. E. coli V3065 growth, OD600 absorbance, 18 h. inhibition, % at 11.9 µM. 330,000 tested, 0.27% active. AID 449728;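 active = inhibition above the campaign's mean inhibition across all tested compounds plus 3 SD, cut at about 9.9% in these data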;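 note: uninfected addAB+ strain grown without phage in ampicillin broth; 0% = DMSO wells and 100% = ciprofloxacin 0.95 µg/ml wells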
OPRM1-OPRD1 inv: inverse agonist of human OPRM1-OPRD1 heterodimerization; cell-based MOR-DOR heterodimer luminescence, inverse agonism; inhibition, % at 9.3 µM; 340,000 tested, 0.21% active; in the data active = inhibition above about 22%, passing the limit was not always enough;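 note: 0% = cells with DMSO and 100% = wells without cells with DMSO; values of inactives mirror those of a sister screen read the other way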
Mot1-301 SUMO: SUMOylation pathway inhibition by Mot1-301 growth rescue. S. cerevisiae Mot1-301 growth rescue, ATP luminescence, 38.5C; percent above DMSO median, 100 means doubled. growth rescue, % at 18.8 µM. AID 2716. 320,000 tested, 1% active;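 active = every valid replicate shows activation above 250% relative to neutral control wells; inactive = the rest, any valid replicate at or below 250%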;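 note: OY570 slx delta 5 strain wells were the positive control but not used for scaling; some compounds called inactive have numbers as strong as hits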
Tat export inh: inhibitors of E. coli Tat protein transport | E. coli MC4100 TorA-mCherry Tat export, fluorescence | 340,000 tested, 0.036% active | inhibition, % at 10 µM;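 active = mean replicate inhibition at least 50% and at least half of replicates individually reaching 50%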;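 note: exported cargo escapes ClpAP degradation while cytoplasmic cargo is degraded and loses fluorescence; 0% = median of neutral control wells and 100% = median of NaSCN control wells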
PKA-R1A activ: activators of PKA-R1A complex; P00514+P68181; PKA-R1A dissociation, Cy5-IP20 fluorescence polarization; scaled: DMSO 0%, 113 µM cGMP 100%; activation, % at 11.4 µM; 340,000 tested, 0.083% active; AID 504707;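 active = percent activation above the mean of all tested compounds plus 3 SD, cut at about 19% in these data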;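 note: higher means more PKAc released from R1A so a rise in polarization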
PKA-R2B activ: activators of human PKA-R2B complex; 340,000 tested, 0.079% active; AID 504700; PKA-R2B holoenzyme dissociation, Cy5-IP20 fluorescence polarization; R2B truncated from residue 108, S112A mutant; 0% DMSO only, 100% 113 µM cGMP; activation, % at 11.4 µM; P22694+P31323;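 active = activation above a cutoff set at the mean over all compounds plus 3 SD, cut at about 18% in these data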;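 note: higher means more holoenzyme dissociation and a rise in polarization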
Target sequence (P31323 whole entry, looked up, other chains not shown, the tested form may be a part): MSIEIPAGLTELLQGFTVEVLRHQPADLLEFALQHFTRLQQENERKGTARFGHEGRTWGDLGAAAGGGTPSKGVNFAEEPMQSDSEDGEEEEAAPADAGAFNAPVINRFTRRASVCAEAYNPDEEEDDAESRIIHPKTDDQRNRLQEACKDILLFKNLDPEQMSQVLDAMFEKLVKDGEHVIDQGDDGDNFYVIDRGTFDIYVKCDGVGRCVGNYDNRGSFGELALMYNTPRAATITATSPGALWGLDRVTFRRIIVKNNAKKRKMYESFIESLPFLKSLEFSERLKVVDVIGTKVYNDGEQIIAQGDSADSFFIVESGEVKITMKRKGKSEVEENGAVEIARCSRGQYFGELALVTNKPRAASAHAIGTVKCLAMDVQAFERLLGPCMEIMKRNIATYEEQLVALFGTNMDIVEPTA
PfHsp90 yeast 2: reduces growth (ATP signal) of yeast expressing P. falciparum Hsp90 | inhibition, % at 9.4 µM | 310,000 tested, 0.32% active | S. cerevisiae expressing PfHsp90, BacTiter-Glo ATP, 48 h; yeast lacking PDR1 and PDR3 efflux regulators | AID 504621;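 active = every replicate shows inhibition above about 80%, whatever the replicate mean, limit read from the data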;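 note: 0% = DMSO neutral controls and 100% = 20 µM radicicol positive controls; yeast relying on Plasmodium falciparum Hsp90 in place of its own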
Active calls of the source: *; i = inactive; · = no result given.

SMILES	AddAB inh	HTR5A inv ctr	phage Ecoli inh	MOR-DOR ag	E coli growth	OPRM1-OPRD1 inv	Mot1-301 SUMO	Tat export inh	PKA-R1A activ	PKA-R2B activ	PfHsp90 yeast 2
Cc1nn(C)c(Cl)c1C(=O)NCC(=O)Nc1ccc(C(C)C)cc1	3.4	-3	2.2	-3.1	0.9	16	·	-8	-3	-4	17
Cc1ccccc1OCC(=O)NNC(=O)C1CCN(c2ncnc3sc(C)c(C)c23)CC1	1.2	-6	2.5	1.3	2.4	-7	-9	8	-9	-16	·
Cc1ccc(C2=NS(=O)(=O)N(C)C(C(=O)NCc3ccc(F)cc3)=C2)cc1	0.0	15	1.8	1.1	-0.9	-6	-13	-7	-11	7	11
CCOc1ccc(N=C2NC(=O)S/C2=C\c2ccc(Cl)cc2)cc1	-0.3	-14	1.8	1.4	-0.2	-8	-9	-2	6	-10	-18
Cc1onc(-c2c(F)cccc2Cl)c1C(=O)OCC(=O)c1c[nH]c2ccccc12	-1.6	-20	2.1	4.2	0.2	-23	57	6	-14	5	-68
COc1ccc(CCNC(=O)Cn2cccc2C(=O)c2ccccc2C)cc1OC	-1.6	-4	3.1	-2.3	-0.5	14	-11	9	-12	-3	-81
COC(=O)N1CCc2c(sc(NC(=O)C3COc4ccccc4O3)c2C(N)=O)C1 (stereo unspecified)	-2.9	-169	4.3	-0.3	0.3	2	48	3	3	-9	·
Cc1noc(C)c1C(=O)OCC(=O)Nc1ncc(C(F)(F)F)cc1Cl	0.7	-5	6.9	-0.1	0.3	0	-12	4	-5	-5	-17
CN(Cc1cccc(C(F)(F)F)c1)C(=O)C1CCC(=O)N(CC2CCCCC2)C1 (stereo unspecified)	1.2	4	2.2	-0.2	1.8	1	-6	12	-8	4	9
Cc1c(C(=O)NC(=S)Nc2ccc(NC(=O)c3cccs3)cc2)oc2ccccc12	-0.1	-12	-0.5	-0.6	-1.2	3	714	-7	-2	-3	-3
CCOC(=O)c1cc(OC(=O)c2ccccc2OC)n(-c2ccccc2)n1	2.8	6	1.3	-1.8	1.1	10	103	-1	-20	0	·
O=C(Cn1cnc2c(nnn2Cc2ccc(Cl)cc2)c1=O)N1CCCc2ccccc21	0.9	12	0.8	-2.4	-2.0	13	-2	-3	-5	-10	10
O=C(Oc1ccc2ccc(=O)oc2c1)N1CCOCC1	-2.2	-30	2.5	-1.7	-1.5	10	-5	-8	-5	-2	7
COc1ccc(S(=O)(=O)N2CCCCC2)cc1	-1.9	-37	4.9	-0.2	-1.4	1	15	-11	-10	1	-11
O=C(CN1CCN(c2ccccc2O)CC1)NC(=O)NC1CCCC1	4.3	-13	1.5	-0.1	-0.5	0	-9	-9	-6	6	·
C(=N\N(c1ccccc1)c1ccccc1)/c1ccccn1	2.3	-9	1.4	7.0	1.6	-58	120	4	-11	-3	-21
Cc1cc(C)nc(SCC(=O)c2ccc(O)cc2O)n1	1.2	-18	4.5	-1.7	0.1	10	-7	-4	-9	4	10
Cc1cccc(C(=O)NNC(=O)c2ccc(F)cc2)c1	1.7	-9	2.9	-2.1	-0.9	13	·	-1	0	-5	-15
CCN(CC)CCCNC(=O)c1ccc(CS(=O)(=O)c2ccccc2OC)o1	-0.2	10	1.4	-3.2	-2.3	14	17	17	4	8	13
CC1Cc2ccccc2N1S(=O)(=O)c1cccc(C(=O)NCc2ccco2)c1 (stereo unspecified)	-3.9	10	1.6	-2.7	0.0	14	8	-6	-6	5	-13
COc1ccc(NC(=O)CC2(CC(=O)N3CCOCC3)CCCC2)cc1Cl	0.3	-2	0.7	-0.5	1.9	2	-7	-3	-3	4	-7
Cc1ccc(-c2cc(-c3ccccc3)c(C#N)c(N)n2)o1	2.9	-19	2.5	3.6	-2.4	-22	70	-4	0	3	47
O=C(NCc1cccs1)c1cccn2c(=O)c3sccc3nc12	0.7	-8	3.9	-2.3	-1.6	12	-1	6	1	-1	-23
CCCCCc1cc(=O)oc2c(C(CCN3CCCC3)c3ccc(N(C)C)cc3)c(OC)cc(OC)c12 (stereo unspecified)	2.0	-6	0.6	1.9	-2.9	-10	-20	16	6	-2	-15
COc1cc(C(=O)NCCCOC(C)C)ccc1OC1CCN(C(C)=O)CC1	·	-6	-1.5	-0.6	·	3	i	-11	1	11	24
CCOC(=O)C1(CCCc2ccccc2)CCN(Cc2cnn(C)c2)CC1	-0.2	9	3.2	98*	0.0	i	-19	-4	-7	-9	-16
CCC(C)N1C(=O)N(C)C2NC(=O)NC21 (stereo unspecified)	-0.9	21	5.8	-1.5	-0.6	7	12	-2	-1	-6	-6
COc1ccc(NS(=O)(=O)c2cc(OC)ccc2OC)cc1	0.9	-4	1.2	-1.9	1.1	9	-11	-2	10	-2	-14
CCN(CC)c1ccc(N=Nc2nn(C)c(C)c2[N+](=O)[O-])cc1	4.0	29	4.9	-2.7	0.3	15	-2	3	-7	-5	1
CN(C)CCSc1nnc2sc3ccccc3n12	-0.2	3	1.8	-1.9	-3.2	11	-20	-5	4	1	-6
CCCCn1c(SCC(=O)c2ccc(OC)c(OC)c2)nc2cc(S(N)(=O)=O)ccc21	-0.1	-2	0.6	-1.8	-0.8	11	16	2	-2	-4	·
COc1ccc(NC(=O)Cn2ccc(C(F)(F)F)n2)cc1S(=O)(=O)N1CCOCC1	0.3	-5	3.9	-3.4	-0.5	18	5	3	-1	-12	-20
CCOC(=O)C1(Cc2cccc(OC)c2)CCN(C(C)COC)CC1 (stereo unspecified)	-0.1	10	3.7	-1.6	-0.8	8	10	-3	-7	0	13
NC(=O)c1oc2ccccc2c1NC(=O)c1ccc(F)cc1	-1.1	-15	2.5	-0.6	0.2	3	0	-5	-9	1	-13
Cc1ccc(C)[n+](CC(=O)c2ccc(-c3ccccc3)cc2)c1	0.7	7	4.0	-1.6	-0.9	8	5	-13	10	5	-5
COc1cccc(-c2noc(C3CCCN(S(=O)(=O)c4cccc(Cl)c4C)C3)n2)c1 (stereo unspecified)	-1.4	-4	-0.2	-2.3	-0.3	12	35	3	-9	-5	13
COc1ccccc1Nc1nc(Cl)nc(NC(C)(C)C)n1	96*	-1	1.6	6.1	79*	-29	-8	8	-13	-2	-33
COCC(=O)N1CCc2ccc(NC(=O)c3ccc(C(F)(F)F)cc3)cc2C1	1.0	-17	0.9	2.4	2.0	-12	10	0	-10	-4	35
O=C(NCc1n[nH]c(=S)n1-c1cccc(Cl)c1)c1ccc(S(=O)(=O)N2CCCC2)cc1	-1.3	-19	2.0	0.2	-1.9	-1	-11	-3	-8	5	11
CCn1c(O)c(C=NCc2cccs2)c(=O)n(CC)c1=S	0.3	9	2.8	1.1	-0.6	-6	8	-3	-7	-6	-26
COc1ccc(C(=O)Nc2sc(C)c(-c3ccccc3)c2C#N)cc1OC	0.1	-1	1.4	0.0	-1.7	0	4	10	-4	-6	6
CCOC(=O)C1(CC2CC2)CCN(Cc2ccc3cccc(F)c3n2)CC1	3.4	-14	0.9	24*	-1.2	-121	15	-2	2	-8	-7
COc1ccc(NS(=O)(=O)c2cccc(NC(=O)NC3CCCCC3)c2)cc1	0.0	30	4.3	-1.2	-0.8	6	10	6	-2	-3	-31
C#CCOCCOCCOCCNc1nc(N2CCN(C(=O)[C@H]([C@@H](C)O)n3cc(CCCCN)nn3)CC2)nc(N2CCN(C(=O)[C@H](C)n3cc(CCC(=O)O)nn3)CC2)n1	·	6	3.9	-0.8	·	4	·	-8	-4	-3	15
CCOC(=O)Cc1nn(Cc2nc(-c3ccc(C#N)cc3)cs2)c(=O)c2ccccc12	1.6	27	-7.4	0.5	2.8	-2	38	-7	-6	-1	5
CC1CN(c2ccc([N+](=O)[O-])cn2)CC(C)O1 (stereo unspecified)	0.8	7	1.8	-2.3	-0.4	12	-13	-1	6	3	6
N#Cc1c(NC(=O)CSc2n[nH]c(N)n2)oc(-c2ccccc2)c1-c1ccccc1	3.1	5	4.2	-1.4	-0.8	6	9	1	-5	-15	12
Cc1cc(C)nc(NC(=O)/C=C/c2ccc(Cl)cc2)n1	0.8	14	0.1	-2.7	0.2	14	12	4	-6	1	-8

Two records picked at random from the list so far, as already listed:
SMILES	AddAB inh	HTR5A inv ctr	phage Ecoli inh	MOR-DOR ag	E coli growth	OPRM1-OPRD1 inv	Mot1-301 SUMO	Tat export inh	PKA-R1A activ	PKA-R2B activ	PfHsp90 yeast 2
C#CCOCCOCCOCCNc1nc(N2CCN(C(=O)[C@H]([C@@H](C)O)n3cc(CCCCN)nn3)CC2)nc(N2CCN(C(=O)[C@H](C)n3cc(CCC(=O)O)nn3)CC2)n1	·	6	3.9	-0.8	·	4	·	-8	-4	-3	15
COc1ccccc1Nc1nc(Cl)nc(NC(C)(C)C)n1	96*	-1	1.6	6.1	79*	-29	-8	8	-13	-2	-33

Other results:
SMILES	AddAB inh	HTR5A inv ctr	phage Ecoli inh	MOR-DOR ag	E coli growth	OPRM1-OPRD1 inv	Mot1-301 SUMO	Tat export inh	PKA-R1A activ	PKA-R2B activ	PfHsp90 yeast 2
Cc1ccc(C(=O)OCC(=O)N2c3ccccc3NC(=O)C2(C)C)cc1S(=O)(=O)N1CCCCC1	3.9	0	2.6	-3.1	0.2	15	3	-2	10	4	-4
COc1ccc(N2CCN(CC(O)c3c[nH]c4ccc(OC)cc34)CC2C)cc1 (stereo unspecified)	2.6	5	3.7	0.1	0.3	0	-4	19	1	-5	-16
CC1(C)SC2c3ccccc3C(=O)N2C1C(=O)O (stereo unspecified)	·	7	1.9	-2.1	·	9	·	-5	4	-3	-8
CCC(=O)N(C)C(c1ccccc1Cl)c1nnnn1-c1c(C)cccc1C (stereo unspecified)	0.0	9	1.6	-0.8	-0.6	5	15	-4	-7	-10	·
COc1ccc(CC(=O)NNC(=O)CSc2nnc(C)n2-c2ccccc2)cc1	2.1	-18	2.0	-3.0	-1.6	16	-25	-8	-5	-9	-15
Cc1ccc2c(Cl)c(C(=O)NCc3cccnc3)sc2c1	3.6	6	2.8	-0.3	0.7	1	-47	-2	7	-5	15
COc1cc(C2C3=C(Nc4nc(N)[nH]c(=O)c42)c2ccccc2C3=O)ccc1O (stereo unspecified)	-1.4	-19	-1.1	-1.7	0.9	9	-6	3	-6	4	-3
COc1c(Cl)cccc1-c1cn2ccc(C)cc2n1	2.4	-21	2.6	-0.1	-0.7	0	87	-9	0	-6	11
CC(NC(=O)c1ccccc1)C(=O)OCC(=O)c1c(N)n(C)c(=O)n(C)c1=O (stereo unspecified)	0.9	6	0.5	-1.6	1.2	6	1	4	16	-17	-7
CCc1nnc(NC(=O)c2cccc(S(=O)(=O)N(C)c3ccccc3)c2)s1	3.4	-22	1.7	1.1	-1.2	-6	-1	1	-6	-3	·
Cc1ccnc(NC(=O)c2cccc3ccccc23)c1	4.0	-42	2.6	-2.6	0.9	13	377	-9	-5	-2	-26
COc1ccc(C2C(C#N)=C(N)Oc3cc(C)[nH]c(=O)c32)cc1OC (stereo unspecified)	-0.3	-5	2.9	-2.2	-1.3	11	-28	1	9	-11	6
O=C(CSc1nnc(Cc2ccccc2)o1)c1ccc(F)cc1	-0.5	8	4.5	-2.1	-1.1	11	-2	3	2	-7	-10
